# Screening results deposited in PubChem BioAssay by several laboratories.
# NS3 helicase inh = HCV NS3 helicase inhibition | AID 1800 | NS3 helicase DNA unwinding, Cy5 molecular beacon fluorescence | hit rate 0.56% among 290,000 | inhibition, % at 10.9 µM;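 active = inhibition above the mean of all tested compounds plus 3 SD, set per campaign, cut at about 35% in these data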;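 also: 0% = DMSO wells and 100% = thioflavine S control wells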
#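 Control set: DMSO versus 110 µM thioflavine S; Material: NS3 helicase fragment of HCV; Measured by: Cy5 fluorescence at 0 and 60 min, beacon hairpin quenching; Read-out basis: percent inhibition from t60/t0 fluorescence ratio; Times: reaction time 60 min, 25 °C; Repeats: single replicate; Compound dosing: single dose, 10.9 µM nominal final, DMSO 0.8% final.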
# IDE cell activ = boosts human insulin-degrading enzyme activity in HEK cells; P14735; FAbeta-B cleavage, fluorescence polarization; 0% vehicle, 100% cell-free pure enzyme wells; activation, % at 5.96 µM; hit rate 0.073% among 340,000;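 active = activation above the mean of all tested compounds plus 3 SD, set per screening campaign, cut at about 17% in these data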
# Target sequence (P14735 whole entry, looked up): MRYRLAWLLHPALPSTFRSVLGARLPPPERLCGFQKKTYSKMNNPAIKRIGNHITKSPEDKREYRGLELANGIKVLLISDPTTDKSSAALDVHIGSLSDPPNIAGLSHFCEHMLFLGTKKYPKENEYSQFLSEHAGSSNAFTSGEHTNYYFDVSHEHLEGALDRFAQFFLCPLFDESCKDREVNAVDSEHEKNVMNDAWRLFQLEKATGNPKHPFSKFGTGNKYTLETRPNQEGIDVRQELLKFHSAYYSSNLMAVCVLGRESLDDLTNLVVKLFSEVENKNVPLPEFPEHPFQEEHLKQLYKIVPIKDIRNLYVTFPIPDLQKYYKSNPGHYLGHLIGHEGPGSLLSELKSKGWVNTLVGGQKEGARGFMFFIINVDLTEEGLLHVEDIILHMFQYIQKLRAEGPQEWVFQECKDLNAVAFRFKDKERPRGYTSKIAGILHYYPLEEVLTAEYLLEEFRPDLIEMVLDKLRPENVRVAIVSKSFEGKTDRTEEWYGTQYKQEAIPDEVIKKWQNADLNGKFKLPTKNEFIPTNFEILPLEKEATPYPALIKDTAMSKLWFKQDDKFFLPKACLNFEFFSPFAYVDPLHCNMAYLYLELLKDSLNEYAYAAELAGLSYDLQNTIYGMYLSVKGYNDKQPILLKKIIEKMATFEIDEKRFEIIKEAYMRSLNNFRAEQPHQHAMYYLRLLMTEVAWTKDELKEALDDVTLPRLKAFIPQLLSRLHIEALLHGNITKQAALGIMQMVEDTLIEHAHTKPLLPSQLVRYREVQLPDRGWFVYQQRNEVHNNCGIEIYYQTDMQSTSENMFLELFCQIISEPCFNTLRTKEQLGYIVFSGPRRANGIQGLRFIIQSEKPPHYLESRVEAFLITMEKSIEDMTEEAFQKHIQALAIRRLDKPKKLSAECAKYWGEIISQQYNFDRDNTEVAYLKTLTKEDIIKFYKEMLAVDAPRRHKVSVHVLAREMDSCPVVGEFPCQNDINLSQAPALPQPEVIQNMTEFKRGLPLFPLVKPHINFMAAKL
# IDE cell inh = inhibitors of human insulin-degrading enzyme in cells; P14735; HEK cells, FAbetaB cleavage, fluorescence polarization; inhibition, % at 5.59 µM; hit rate 0.41% among 320,000; AID 434962;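 active = percent inhibition above the average of all tested compounds plus 3 SD, set per screening campaign, cut at about 16% in these data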;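 also: IDE supplied by intact live HEK cells; FP after avidin binding of uncleaved biotin substrate so inhibition keeps polarization high; 0% = DMSO wells and 100% = 60 µM reference IDE inhibitor Ii1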
# SUMO HTRF inh = blocks human SUMOylation mediated by UBC9. hit rate 0.36% among 290,000. inhibition, % at 35 µM. HTRF SUMOylation assay, SAE1/SAE2 + UBC9, in vitro. P63279. AID 2006; in the data active = inhibition above about 50%, passing the limit was not always enough; also: strong numbers were not always called active
# IMP-1 inhibitor = inhibitors of Pseudomonas aeruginosa IMP-1 metallo-beta-lactamase. inhibition, % at 5.6 µM. hit rate 0.45% among 290,000. purified IMP-1, nitrocefin hydrolysis, epi-absorbance fluorescence;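 active = inhibition above the mean plus 3 SD of all compounds in the same screening run, cut at about 4.5% in these data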;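 also: 0% = IMP-1 with DMSO and 100% = DMSO wells lacking enzyme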
#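 Assay system: purified IMP-1; Quantity: IMP-1 0.2 nM before substrate addition; Medium: HEPES buffer pH 7.1 with ZnSO4 and Brij 35; Incubation: 15 min enzyme–compound preincubation, then 25 min nitrocefin reaction, 25 °C; Signal: fluorescence quenching readout, ex 480/em 530 nm; Controls: DMSO with and without IMP-1; Repeats: singlicate testing.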
# FID counter = counter-screen for HCV NS3 helicase inhibitors: DNA intercalator displacement; hit rate 0.17% among 290,000; inhibition, % at 7.9 µM; DNA fluorescent intercalator displacement, fluorescence; AID 1845; in the data active = inhibition above about 37%;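 also: 0% = vehicle and 100% = reference compound; higher means more ethidium bromide displaced from hairpin DNA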
# PfM18AAP inh = PfM18AAP enzyme inhibition | recombinant PfM18AAP, H-Glu-NHMec fluorogenic cleavage | inhibition, % at 7.35 µM | hit rate 1.2% among 290,000;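 active = inhibition above the campaign mean inhibition over all tested compounds plus 3 SD, cut at about 28% in these data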;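 also: 0% = plate median of test compound wells and 100% = 2 mM ZnCl2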
# VIM-2 inh = inhibitors of Pseudomonas aeruginosa VIM-2 metallo-beta-lactamase. purified VIM-2, nitrocefin hydrolysis, epi-absorbance fluorescence. inhibition, % at 5.6 µM. hit rate 0.89% among 290,000;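 active = inhibition above the mean of all tested compounds plus 3 SD, cutoff set per screening run, cut at about 7.5% in these data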;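 also: red hydrolysis product quenches plate fluorescence so inhibitors raise well fluorescence; 0% = enzyme with DMSO and 100% = DMSO without enzyme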
# p-CIP stab down = compounds decreasing mouse p/CIP protein stability. AID 1984. F442A p/CIP-EGFP cells, EGFP fluorescence, 16 h. decrease of EGFP signal, % at 10 µM. hit rate 0.01% among 290,000. Q05BA5;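 active = EGFP signal decrease of at least 30% at 10 µM or well 3 SD below plate mean, unless failing retest; inactive = the rest, including hits failing retest or dose response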; also: some compounds called inactive have numbers as strong as hits; many of its hits are not listed in these tables
# Starred values were filed as active, the others as inactive; / = no result given.
no.	Structure	IDE cell inh	IMP-1 inhibitor	PfM18AAP inh	VIM-2 inh	p-CIP stab down	FID counter	SUMO HTRF inh	IDE cell activ	NS3 helicase inh
1	Cc1ccc(NC(=O)C[n+]2cc(-c3ccccc3)n3c2CCC3)c(C)c1	3	-4.2	-6	-3.3	-3	9	12	4	-8
2	Cc1ccc(Cc2c(C)[nH]c(=S)[nH]c2=O)cc1	-4	-3.5	11	-2.6	4	-2	0	4	-9
3	Cc1cccc(NC(=S)NN2CCN(C)CC2)c1	-1	0.3	-4	1.4	-12	-1	-9	2	-6
4	N#Cc1c(NC(=O)CSc2ncnc3sccc23)oc(-c2ccco2)c1-c1ccco1	3	7.0*	28	1.6	-23	-13	/	-1	26
5	N[C@@H](CO)c1nnc([C@H](CCC(=O)O)NC(=O)C2CCNCC2)o1	6	-3.6	0	-3.9	0	-2	0	1	0
6	O=S(=O)(c1cccs1)N1CN(C2CCCC2)c2nc3ccccc3nc21	-3	-1.1	-9	0.2	-11	1	17	/	-6
7	COC(=O)C1Cc2c([nH]c3ccccc23)C(C)N1 (configuration not stated)	5	-1.4	-6	-1.4	4	2	8	6	-7
8	Cc1ccc(CN2CCSc3ccc(C(=O)N4CCN(c5ncccn5)CC4)cc32)cc1	-4	-0.5	-6	-0.3	-2	0	2	-6	3
9	Cc1ccc(CN2CC(C(=O)Nc3ccc(F)c([N+](=O)[O-])c3)CC2=O)cc1 (configuration not stated)	6	-0.9	-9	-0.9	-4	-10	-5	6	-4
10	CS(=O)(=O)N(Cc1ccccc1)c1ccc(C(=O)NN=C2CCCCCC2)cc1	19*	-3.8	-1	-4.6	6	-9	-11	-5	-19
11	S=C(N/N=C1\C2CN3CCN(C2)CC1(c1ccccc1)C3)Nc1ccccc1	0	-1.9	15	-4.2	-4	-9	-6	-2	1
12	COc1ccc(-n2ccnc2SCC(=O)Nc2ccc(OC)cc2OC)cc1	-2	-2.6	3	-1.6	1	-11	2	-1	-9
13	NS(=O)(=O)c1ccc(-c2ccc(/C=N/NC(=O)c3ccc([N+](=O)[O-])cc3)o2)cc1	3	-1.7	6	-2.4	2	2	24	2	3
14	NNC(=O)c1cc(C2CC2)nc2ccc(Br)cc12	/	-1.9	-2	-1.8	-5	-21	4	3	-15
15	COc1ccc(CCN2C(=O)CC(C(N)=O)SC2=Nc2ccc(F)cc2)cc1OC (configuration not stated)	4	0.3	-4	0.8	-15	-31	-4	0	-9
16	COc1ccc(C2C3=C(NCCN=C3c3ccccc3)C(=O)N2c2ccccc2)c(OC)c1 (configuration not stated)	4	0.9	-2	-0.3	9	15	-10	-4	3
17	CC1=C(C(=O)Nc2ccc(C)cc2C)C(c2cccc(Cl)c2)n2nc(C(=O)OC(C)C)nc2N1 (configuration not stated)	-15	0.1	-2	-1.0	-3	2	18	2	15
18	Cc1ccc(-c2cc(-c3c(C)nn(C)c(=O)c3N)[nH]n2)cc1	11	-2.7	5	-2.0	-7	-26	5	7	-6
19	O=C(O)CCN(Cc1ccccc1)S(=O)(=O)c1ccc(Cl)cc1F	5	-2.7	-7	-1.4	6	-24	1	3	10
20	N=C1/C(=C\c2ccc(OC(=O)c3ccco3)cc2)C(=O)N=C2SC=NN12	/	-2.5	-9	-1.3	8	-17	-1	5	11

# From entry 1 up to 2, copied from above:
no.	Structure	IDE cell inh	IMP-1 inhibitor	PfM18AAP inh	VIM-2 inh	p-CIP stab down	FID counter	SUMO HTRF inh	IDE cell activ	NS3 helicase inh
1	Cc1ccc(NC(=O)C[n+]2cc(-c3ccccc3)n3c2CCC3)c(C)c1	3	-4.2	-6	-3.3	-3	9	12	4	-8
2	Cc1ccc(Cc2c(C)[nH]c(=S)[nH]c2=O)cc1	-4	-3.5	11	-2.6	4	-2	0	4	-9

# Entries listed so far that have fluorine:
no.	Structure	IDE cell inh	IMP-1 inhibitor	PfM18AAP inh	VIM-2 inh	p-CIP stab down	FID counter	SUMO HTRF inh	IDE cell activ	NS3 helicase inh
9	Cc1ccc(CN2CC(C(=O)Nc3ccc(F)c([N+](=O)[O-])c3)CC2=O)cc1 (configuration not stated)	6	-0.9	-9	-0.9	-4	-10	-5	6	-4
15	COc1ccc(CCN2C(=O)CC(C(N)=O)SC2=Nc2ccc(F)cc2)cc1OC (configuration not stated)	4	0.3	-4	0.8	-15	-31	-4	0	-9
19	O=C(O)CCN(Cc1ccccc1)S(=O)(=O)c1ccc(Cl)cc1F	5	-2.7	-7	-1.4	6	-24	1	3	10

# Carrying on.
no.	Structure	IDE cell inh	IMP-1 inhibitor	PfM18AAP inh	VIM-2 inh	p-CIP stab down	FID counter	SUMO HTRF inh	IDE cell activ	NS3 helicase inh
21	COc1ccccc1C(CCNS(=O)(=O)c1ccc(C)cc1)c1ccco1 (configuration not stated)	1	0.4	1	0.3	-4	-17	-15	5	3
22	COc1ccc(CNC(=O)CN(Cc2ccccc2Cl)C(=O)c2csnn2)cc1	5	-4.5	-1	-3.5	3	-30	0	-1	-8
23	C=CCNC(=O)CSc1nnc(-c2cccs2)o1	1	-1.6	0	1.2	-13	-5	17	4	-6
24	O=C(Cn1cnc2ccccc2c1=O)NCC(=O)N1CCOCC1	4	-4.5	-6	-2.1	-4	1	6	8	4
25	CCOC(=O)CC(=O)CSc1nc(-c2cccnc2)cc(C)c1C#N	1	-3.0	4	-1.3	-6	-7	13	-2	7
26	COc1cc2c(cc1OC)C(c1ccc(C)cc1)NC(=O)C2 (configuration not stated)	/	-1.8	1	-2.2	4	-10	5	3	15
27	Cc1cc(C)c(S(=O)(=O)NCC23C=CC(O2)C2C(=O)N(c4ccccc4)C(=O)C23)c(C)c1 (configuration not stated)	-6	-1.0	-8	-1.3	2	-19	90	6	4
28	Cc1noc(/C=C/N(C)C)c1S(=O)(=O)N1CCCC(C(=O)Nc2ccccc2F)C1 (configuration not stated)	9	-1.6	8	1.6	2	-40	-4	6	16
29	O=C(CN(Cc1ccco1)C(=O)CCC(=O)Nc1ccccn1)NCc1ccccc1	3	0.5	2	-2.5	-2	-25	4	4	-6
30	O=C1c2ccccc2CN1C(CO)Cc1ccccc1 (configuration not stated)	4	-1.2	-3	-0.5	-8	-5	6	1	5
31	COc1cccc(-c2csc(N3CCN(C(=S)Nc4ccccc4OC)CC3)n2)c1	0	-2.6	1	-4.1	2	-5	-30	0	-12
32	OC(COc1ccc(CN2CCCCO2)cc1)CN1CCCCC1 (configuration not stated)	6	-0.5	-7	-2.5	6	0	-1	6	7
33	COc1ccccc1C(=O)C1CCCN(Cc2cccc(OCCO)c2)C1 (configuration not stated)	-2	-1.8	-6	-1.7	-6	0	16	6	-3
34	O=C(NNC(=O)c1ccccc1[N+](=O)[O-])c1ccccc1[N+](=O)[O-]	-5	-1.2	-1	-0.3	0	1	-7	-3	-2
35	COc1ccc(C2CC(c3ccccc3C)n3nc(N)nc3N2)cc1 (configuration not stated)	7	-2.2	-3	-3.6	-17	-18	3	0	0
36	O=C(c1ccc(S(=O)(=O)Cc2ccccc2Cl)c([N+](=O)[O-])c1)N1CCOCC1	-6	-2.2	-1	-2.0	-5	-9	15	2	0
37	CN1CCN(c2oc(/C=C/c3ccccc3)nc2C#N)CC1	10	-1.9	-3	-1.5	-7	-6	20	0	3
38	CCc1nc2ccc(C(=O)N3CCN(c4cccc(Cl)c4)CC3)cc2nc1CC	9	-1.8	-4	-2.6	10	-61	-20	-2	-5
39	Cc1cc(C)c(OCCN2CC(C)OC(C)C2)c(Br)c1 (configuration not stated)	2	2.4	9	0.1	-8	1	5	-2	-1
40	CCN(CC)C(=O)CSc1nnc(-c2cnccn2)n1-c1ccc(C)cc1	4	-2.4	-1	-2.2	-12	-16	17	0	8

# Structures above that bear a hit mark in IDE cell inh.
entry | SMILES | IDE cell inh | IMP-1 inhibitor | PfM18AAP inh | VIM-2 inh | p-CIP stab down | SUMO HTRF inh | IDE cell activ | NS3 helicase inh
10 | CS(=O)(=O)N(Cc1ccccc1)c1ccc(C(=O)NN=C2CCCCCC2)cc1 | 19* | -3.8 | -1 | -4.6 | 6 | -11 | -5 | -19

# (cont.)
no.	Structure	IDE cell inh	IMP-1 inhibitor	PfM18AAP inh	VIM-2 inh	p-CIP stab down	FID counter	SUMO HTRF inh	IDE cell activ	NS3 helicase inh
41	Cc1cnn(-c2cc(N/N=C/c3ccccc3)ncn2)c1	0	1.9	5	-2.5	-3	-1	-11	1	-8
42	C=CCN1CN(S(=O)(=O)c2cccs2)c2nc3ccccc3nc21	5	-2.0	-18	-1.0	3	2	4	-4	-6
43	COc1cccc(-c2nnc(SCc3nc4ccccc4s3)n2C)c1	-1	-6.3	7	-1.3	-10	-14	15	-4	2
44	COC(=O)c1ccccc1NC(=O)CSc1nc(Nc2ccccc2)nc(N2CCOCC2)n1	11	-2.7	-2	-0.2	-10	-28	-11	5	10
45	OC(COc1ccccc1)CN1CCN(C(c2ccccc2)c2ccccc2)CC1 (configuration not stated)	4	-3.7	4	-1.6	-6	23	-9	3	-39
46	O=C(NCc1csc(-c2cccs2)n1)c1ccsc1	5	-1.5	-2	-2.0	-6	-6	19	-3	-1
47	CN(CC(=O)Nc1cccc2ccccc12)c1ccc(S(=O)(=O)N2CCOCC2)cn1	1	-6.8	2	-2.6	-1	-11	18	1	-1
48	O=C(O)CCc1ccc(-c2cccs2)n1-c1ccc(C(=O)O)cc1	3	-5.8	-22	-3.5	-25	-19	6	-3	17
49	CCOC(=O)c1c(P(=O)(N2CCOCC2)N2CCOCC2)noc1N	9	-1.6	-6	-1.5	0	-2	17	1	5
50	COc1ccc(S(=O)(=O)Nc2cccc(-n3cnnn3)c2)cc1OC	5	1.8	5	0.2	75	-7	11	0	6
51	CCOc1ccc(C(=O)Nc2c3c(nn2-c2cccc(Cl)c2)CS(=O)C3)cc1 (configuration not stated)	4	-0.9	9	-3.1	13	-30	2	-1	16
52	O=C(c1ccccc1F)N1CCN(S(=O)(=O)c2ccc(S(=O)(=O)N3CCCCC3)cc2)CC1	-12	-3.5	-4	-3.4	-18	0	22	-2	6
53	CCOC(=O)c1sc(NC(=O)c2cccnc2)c(C#N)c1C	-1	-3.2	-9	-0.9	-8	-2	27	0	7
54	COc1ccc(S(=O)(=O)NC2CCCCC2)cc1C(=O)N1CCCCC1	4	-3.6	-3	-2.0	0	-42	11	2	1

# Profiles as entered above.
# Entry for COc1ccc(S(=O)(=O)Nc2cccc(-n3cnnn3)c2)cc1OC = IDE cell inh: 5; IMP-1 inhibitor: 1.8; PfM18AAP inh: 5; VIM-2 inh: 0.2; p-CIP stab down: 75; FID counter: -7; SUMO HTRF inh: 11; IDE cell activ: 0; NS3 helicase inh: 6
# Entry for CCOc1ccc(C(=O)Nc2c3c(nn2-c2cccc(Cl)c2)CS(=O)C3)cc1 (configuration not stated) = IDE cell inh: 4; IMP-1 inhibitor: -0.9; PfM18AAP inh: 9; VIM-2 inh: -3.1; p-CIP stab down: 13; FID counter: -30; SUMO HTRF inh: 2; IDE cell activ: -1; NS3 helicase inh: 16

# Hits appear at their usual frequency; overall some 3.6% were active at least once.
